Compound activity deposited in PubChem BioAssay by several laboratories.
phage Ecoli inh = E. coli growth loss with phage present | actives 0.26% (n = 360,000) | inhibition, % at 11.9 µM | AID 651602 | growth absorbance; in the data active means inhibition above about 11%
Rtt109 HAT inh = inhibitors of Candida albicans Rtt109/Vps75 histone acetyltransferase. AID 540336. inhibition, % at 34.9 µM. actives 0.16% (n = 330,000). purified Rtt109/Vps75, ThioGlo CoA-SH fluorescence, 4 h. Q5AAJ8;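 active means inhibition of at least 50% in every replicate; inconclusive means best replicate reaches 50% inhibition but some replicates fall short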
Target sequence (Q5AAJ8 whole entry, looked up): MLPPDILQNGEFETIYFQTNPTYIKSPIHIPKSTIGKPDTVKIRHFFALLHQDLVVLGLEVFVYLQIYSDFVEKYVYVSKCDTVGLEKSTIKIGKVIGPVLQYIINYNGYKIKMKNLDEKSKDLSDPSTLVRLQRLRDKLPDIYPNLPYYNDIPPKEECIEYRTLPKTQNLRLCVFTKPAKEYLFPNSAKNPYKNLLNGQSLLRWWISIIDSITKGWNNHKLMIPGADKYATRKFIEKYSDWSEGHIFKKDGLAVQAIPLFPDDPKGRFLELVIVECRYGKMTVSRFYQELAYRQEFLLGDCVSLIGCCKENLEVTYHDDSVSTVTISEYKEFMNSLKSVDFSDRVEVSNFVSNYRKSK
PvdQ inh = P. aeruginosa PvdQ acylase inhibition; purified PvdQ acylase, fluorescence plate reader; inhibition, % at 10 µM; actives 0.063% (n = 340,000); in the data active means inhibition above about 30%, passing the limit was not always enough; inconclusive means no clear call, values can overlap the other calls;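 further: 0% = vehicle neutral wells and 100% = reference inhibitor wells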
AddAB inh = less growth of phage-infected E. coli with AddAB; actives 0.29% (n = 330,000); AID 435030; E. coli expressing H. pylori AddAB, absorbance growth; inhibition, % at 11.9 µM; in the data active means inhibition above about 12%;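 further: 0% = vehicle wells of infected cells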
DAGLB inhibitor = blocks human DAGLB lipase activity; Q8NCG7; HEK293T DAGLB membrane lysate, EnzChek fluorogenic substrate; inhibition, % at 5.17 µM; actives 0.059% (n = 340,000); AID 504411; in the data active means inhibition above about 34%;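 further: 0% = enzyme with vehicle and 100% = wells lacking enzyme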
Target sequence (Q8NCG7 whole entry, looked up): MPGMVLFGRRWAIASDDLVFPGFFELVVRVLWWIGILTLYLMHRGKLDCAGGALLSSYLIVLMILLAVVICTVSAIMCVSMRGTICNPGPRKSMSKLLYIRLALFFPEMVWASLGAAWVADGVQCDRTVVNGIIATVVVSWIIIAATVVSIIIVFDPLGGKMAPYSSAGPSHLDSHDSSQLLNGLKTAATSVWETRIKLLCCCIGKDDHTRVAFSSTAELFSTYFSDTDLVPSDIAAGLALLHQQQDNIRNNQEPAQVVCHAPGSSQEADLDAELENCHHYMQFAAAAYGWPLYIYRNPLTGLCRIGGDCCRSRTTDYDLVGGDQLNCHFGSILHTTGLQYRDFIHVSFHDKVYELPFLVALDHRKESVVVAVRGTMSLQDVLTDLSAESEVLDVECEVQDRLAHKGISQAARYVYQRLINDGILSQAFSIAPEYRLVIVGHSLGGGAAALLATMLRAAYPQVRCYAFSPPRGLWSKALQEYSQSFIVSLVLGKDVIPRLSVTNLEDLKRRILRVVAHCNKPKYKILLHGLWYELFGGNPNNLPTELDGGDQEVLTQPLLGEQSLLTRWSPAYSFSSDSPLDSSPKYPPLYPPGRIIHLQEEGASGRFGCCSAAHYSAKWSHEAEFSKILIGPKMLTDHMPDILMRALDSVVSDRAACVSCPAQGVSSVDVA
Wnt act = activates Wnt/beta-catenin signaling in a reporter cell assay. activator, plate reader. activation, % at 9.35 µM. actives 1.2% (n = 300,000); in the data active means activation above about 30%, passing the limit was not always enough; inconclusive means no clear call, values can overlap the other calls;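 further: 0% = neutral control wells and 100% = positive control wells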
CAL PDZ FP = human CAL PDZ-peptide interaction inhibition | purified CAL PDZ, TMR-peptide fluorescence polarization, 1 h | actives 0.02% (n = 330,000) | inhibition, % at 20 µM | Q9HD26;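 active means highest replicate inhibition of at least 40%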;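 further: plate controls were DMSO neutral control wells for no effect and unlabeled competitor peptide control wells for full effect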
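System: purified tagged CAL PDZ domain construct (CerCALP). Schedule: 1 h incubation at room temperature before polarization reading. Medium: 25 mM sodium phosphate pH 7.4, 150 mM NaCl, TCEP, IgG, Thesit. Read-out: percent inhibition from loss of millipolarization. Measured by: FP readout, S and P plane fluorescence. Probe or stimulus: fluorescent TMR peptide probe.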
PfHsp90 yeast 2 = growth inhibition of yeast expressing Plasmodium Hsp90 | S. cerevisiae expressing PfHsp90, BacTiter-Glo ATP, 48 h; yeast lacking PDR1 and PDR3 efflux regulators | inhibition, % at 9.4 µM | actives 0.32% (n = 310,000) | AID 504621;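 active means every replicate shows inhibition above about 80%, whatever the replicate mean, limit read from the data; inconclusive means mean inhibition reaches the set limit but some replicate falls short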;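 further: 0% = DMSO neutral controls and 100% = 20 µM radicicol positive controls; yeast relying on Plasmodium falciparum Hsp90 in place of its own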
Ecoli viability = counter-screen for AddAB inhibitors: E. coli growth inhibition | E. coli V3065 growth, OD600 absorbance, 18 h | inhibition, % at 11.9 µM | actives 0.27% (n = 330,000) | AID 449728;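 active means inhibition above the campaign's mean inhibition across all tested compounds plus 3 SD, cut at about 9.9% in these data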;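 further: uninfected addAB+ strain grown without phage in ampicillin broth; 0% = DMSO wells and 100% = ciprofloxacin 0.95 µg/ml wells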
Tat export inh = E. coli Tat transport inhibition; E. coli MC4100 TorA-mCherry Tat export, fluorescence; inhibition, % at 10 µM; actives 0.036% (n = 340,000); AID 488895;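 active means mean replicate inhibition at least 50% and at least half of replicates individually reaching 50%; inconclusive means only one of the two criteria met; inactive means neither criterion met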;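 further: exported cargo escapes ClpAP degradation while cytoplasmic cargo is degraded and loses fluorescence; 0% = median of neutral control wells and 100% = median of NaSCN control wells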
Starred values were filed as active, the others as inactive; ? = inconclusive; . = not tested or not shown.

Keys – A = phage Ecoli inh; B = Rtt109 HAT inh; C = PvdQ inh; D = AddAB inh; E = DAGLB inhibitor; F = Wnt act; G = CAL PDZ FP; H = PfHsp90 yeast 2; I = Ecoli viability; J = Tat export inh
> O=S(=O)(c1ccccc1F)N1CCN(Cc2cc3c(cc2O)OCO3)CC1
  A: -0.9	B: -2	C: -5	D: 0.4	E: 3	F: -4	G: -0.9	H: -9	I: -0.2	J: 3

> Cn1c(=O)cc(OCCCC(=O)NCCN2CCN(c3ccccc3F)CC2)c2ccccc21
  A: -1.4	B: 5	C: -12	D: 0.3	E: -1	F: 3	G: -0.9	H: -6	I: -3.2	J: -6

> O=C(NC1CCCCC1)C1CCN(S(=O)(=O)N2CCOCC2)CC1
  A: 2.7	B: 4	C: -6	D: -0.5	E: 2	F: -2	G: .	H: -24	I: 2.7	J: -14

> COc1cccc(NC(=S)N2CCN(S(=O)(=O)c3ccc(F)cc3)CC2)c1
  A: -1.2	B: -2	C: -16	D: .	E: -2	F: 1	G: -2.8	H: -1	I: .	J: -9

> COCCCNC(=O)C(=O)NC1CCCCC1C (stereo unspecified)
  A: 2.3	B: -5	C: -3	D: 0.8	E: -1	F: 0	G: -3.9	H: -20	I: 0.3	J: -3

> O=[N+]([O-])c1ccc(O)c(/C=N/Nc2ccccc2Cl)c1
  A: 0.8	B: -10	C: -5	D: 2.1	E: 7	F: ?	G: -3.5	H: -6	I: 0.6	J: -7

> COc1ccc(N2CCN(Cc3cc(=O)oc4ccc(C)cc34)CC2)cc1
  A: 1.4	B: 3	C: -8	D: -3.7	E: 1	F: .	G: 0.2	H: -2	I: -1.9	J: -9

> Cc1ccccc1NC(=O)CSCCN1C(=O)c2ccccc2C1=O
  A: 3.4	B: -5	C: -9	D: 1.6	E: 3	F: 4	G: -3.7	H: 13	I: -0.3	J: 5

> O=C(O)c1ccccc1C(=O)N1N=C2/C(=C/c3cccc([N+](=O)[O-])c3)CCCC2C1c1cccc([N+](=O)[O-])c1 (stereo unspecified)
  A: 0.8	B: ?	C: -4	D: 0.2	E: 6	F: 4	G: 14	H: 12	I: -2.1	J: 3

> O=C(Nc1ccc(F)cc1)C1CCCN1S(=O)(=O)c1ccc(Br)cc1 (stereo unspecified)
  A: 3.3	B: 1	C: 3	D: 0.8	E: -3	F: -4	G: -2.0	H: 5	I: 0.2	J: 1

> COC(=O)CSc1nnc(CNc2ccc(Cl)cc2)n1Cc1ccccc1
  A: 0.6	B: 7	C: 17	D: 0.5	E: 2	F: .	G: -0.2	H: -8	I: 2.9	J: 2

> COc1ccc(C2=Nn3c(nnc3-c3ccccc3OC)SC2)cc1OC1CCCC1
  A: .	B: 9	C: 9	D: -0.9	E: -2	F: .	G: -0.2	H: 1	I: -2.9	J: 11

> CC1(C)Cc2c(C#N)c(N)n(-c3ccccc3)c(=S)c2CO1
  A: 1.2	B: -5	C: -8	D: -1.6	E: .	F: 11	G: -0.2	H: 5	I: -1.8	J: 4

> O=C(Cc1ccccc1F)Nc1cccc(S(=O)(=O)N2CCOCC2)c1
  A: 3.0	B: -5	C: 12	D: -0.2	E: -1	F: 1	G: -1.8	H: 23	I: -1.4	J: 13

> O=C(c1ccccc1)c1nn(-c2ccc(Cl)cc2)c(=O)cc1C(F)(F)F
  A: 0.6	B: -7	C: -8	D: 2.8	E: -1	F: -6	G: -0.5	H: -84	I: 0.9	J: 14

> N#C/C(=C\c1c(N2CCCCCC2)nc2ccccn2c1=O)C(=O)NC1CCS(=O)(=O)C1 (stereo unspecified)
  A: 0.6	B: 4	C: 0	D: 0.0	E: 0	F: .	G: 0.7	H: -18	I: 0.0	J: -5

> N/C(=N\OC(=O)c1ccccc1Cl)c1cccc([N+](=O)[O-])c1
  A: 1.4	B: 1	C: -1	D: 4.8	E: -4	F: 23	G: -0.6	H: 6	I: 0.2	J: -5

> CCCN(CCC)C(=O)CSc1nc2ccccc2c(=O)n1C1CCCC1
  A: 0.9	B: .	C: -11	D: 3.5	E: -11	F: .	G: -3.0	H: .	I: -0.1	J: 6

> N#Cc1cn(Cc2ccncc2)c(=O)[nH]c1=O
  A: 4.1	B: 2	C: 9	D: 1.6	E: 2	F: -1	G: -0.4	H: 12	I: 2.6	J: -4

> O=C(CSCc1ccc(F)cc1)Nc1ccc(N2CCOCC2)cc1N1CCOCC1
  A: 0.9	B: 3	C: -14	D: 0.8	E: -1	F: -2	G: -4.6	H: 21	I: -2.2	J: 0

> CCN(CC)CCCNc1nc2ccccc2c2[nH]c3ccc(OC)cc3c12
  A: 2.5	B: -6	C: -24	D: .	E: 1	F: 7	G: 13	H: -10	I: .	J: -15

> Cc1ccc(N2CC(C(=O)Nc3nnc(SCC(=O)NCC4CCCO4)s3)CC2=O)cc1 (stereo unspecified)
  A: 1.2	B: 3	C: -13	D: 0.9	E: 0	F: 0	G: -2.2	H: -4	I: -0.9	J: 0

> CCCn1c(CCC(=O)Nc2ccccc2Cc2ccccc2)nc2cc(S(=O)(=O)N3CCOCC3)ccc21
  A: 2.1	B: -8	C: 1	D: 3.5	E: -2	F: .	G: .	H: -30	I: -3.8	J: 3

> Cc1ccc(S(=O)(=O)CCC(=O)Nc2nc(C(C)(C)C)cs2)cc1
  A: 1.3	B: 6	C: -15	D: 1.6	E: -2	F: -7	G: -0.7	H: 2	I: 0.6	J: 1

> Cc1ccc(-c2csc(NC(=O)N3CCOCC3)n2)cc1
  A: 5.2	B: -1	C: 5	D: 0.7	E: 2	F: 24	G: 0.3	H: -1	I: -0.2	J: 9

> O=C(CSc1ccc2ccccc2n1)N1CCC(c2noc3ccc(F)cc23)CC1
  A: 3.0	B: -5	C: -4	D: 2.4	E: -2	F: .	G: -1.2	H: .	I: 1.6	J: 15

> CN(C)c1ccc(NC(=O)CN2C(=O)c3ccccc3C2=O)cc1
  A: 0.9	B: 0	C: -10	D: 2.7	E: 0	F: -1	G: .	H: -14	I: 1.2	J: 3

> Cc1cccc(NC(=O)COC(=O)CCc2c[nH]c3ccccc23)c1
  A: 1.5	B: -8	C: -15	D: 0.6	E: -1	F: -1	G: -0.7	H: -7	I: 0.2	J: -7

> C/C(=N\Nc1ncc(Cl)cc1Cl)c1ccc(S(=O)(=O)NCc2ccco2)cc1
  A: 1.8	B: 3	C: -1	D: 4.7	E: -1	F: .	G: -1.5	H: 29	I: -0.5	J: -10

> COc1ccc(N2CCN(c3nc4c(c(=O)n(C)c(=O)n4C)n3Cc3ccccc3)CC2)cc1
  A: -1.8	B: ?	C: 1	D: -2.1	E: 1	F: .	G: 0.2	H: 4	I: 2.2	J: 10

> CCOc1ccccc1C(=O)NN1C(=O)C2CCCCC2C1=O (stereo unspecified)
  A: 2.8	B: -3	C: -3	D: 1.3	E: 2	F: .	G: -0.5	H: -34	I: -1.1	J: 6

> N#Cc1ccc(NC(=O)Nc2ccc(Oc3ccc(NC(=O)Nc4ccc(C#N)cc4)cc3)cc2)cc1
  A: 3.8	B: 4	C: -13	D: 4.2	E: 0	F: -11	G: -0.7	H: 2	I: 5.3	J: 1

> COc1ccc(NC(=S)N(CCc2c(C)[nH]c3ccccc23)Cc2ccco2)cc1
  A: 2.1	B: -3	C: -4	D: -0.3	E: 2	F: -4	G: -0.1	H: -14	I: 1.0	J: 3

> c1ccc(C2=Nn3c(nnc3-c3cccnc3)SC2)cc1
  A: 3.5	B: -14	C: -2	D: 0.3	E: 2	F: .	G: -2.5	H: .	I: -3.7	J: -11

> O=S(=O)(c1ccccc1)N1CCN=C1SCc1c(F)cccc1Cl
  A: 0.9	B: -5	C: -6	D: 1.5	E: -7	F: -1	G: -0.7	H: -1	I: 1.7	J: 1

> C[C@H](CO)N1C[C@H](C)[C@@H](CN(C)S(=O)(=O)c2ccc(F)cc2)Oc2c(NC(=O)CCC(F)(F)F)cccc2C1=O
  A: 0.2	B: 3	C: -10	D: -0.2	E: -1	F: -1	G: -0.1	H: 7	I: -1.1	J: 0

> Cc1ccc(Nc2c3c(nc4ncnn24)CCC3)cc1
  A: 3.0	B: 1	C: -9	D: 1.3	E: 1	F: .	G: -1.1	H: .	I: -1.5	J: -6

> COc1cc2cc(CN(Cc3cccs3)C(=S)Nc3ccc(C)cc3)c(=O)[nH]c2cc1OC
  A: 3.2	B: -7	C: 3	D: 2.1	E: 3	F: .	G: 0.0	H: 4	I: -0.9	J: -4

> CC(=O)N1CCN(c2ccc(NC(=O)c3cccc(OCc4ccccc4)c3)cc2)CC1
  A: 0.6	B: 5	C: -6	D: 2.4	E: 3	F: -3	G: .	H: -13	I: 1.2	J: -4

> Cc1cc(NS(=O)(=O)c2ccc(NC(=O)Cc3ccc(Cl)c(Cl)c3)cc2)no1
  A: 3.0	B: 1	C: -12	D: .	E: 7	F: 0	G: -4.6	H: .	I: .	J: -1

> CC1CCCC(C)N1C(=O)COC(=O)CSc1ccc([N+](=O)[O-])cc1 (stereo unspecified)
  A: 3.0	B: 3	C: -8	D: .	E: -2	F: 2	G: -1.1	H: .	I: .	J: -2

> O=C(Nc1ccc(S(=O)(=O)Nc2ncccn2)cc1)C1COc2ccccc2O1 (stereo unspecified)
  A: 4.9	B: -5	C: -5	D: 0.9	E: -1	F: -7	G: -0.5	H: -4	I: -0.4	J: -1

> Cc1ccc2[nH]c3nc(SCCN4CCOCC4)nnc3c2c1
  A: 2.4	B: 5	C: -9	D: -1.1	E: 1	F: 13	G: -0.7	H: -19	I: -3.4	J: 2

> Cn1c(=O)cc(OCCCC(=O)NCc2cccnc2)c2ccccc21
  A: 5.5	B: -2	C: -2	D: 0.9	E: 1	F: 3	G: -1.6	H: -9	I: 1.5	J: 1

> O=C(c1ccccc1Sc1cccc2ccccc12)N1CCOCC1
  A: 2.2	B: 2	C: -14	D: 2.0	E: -2	F: .	G: -1.6	H: -1	I: -0.8	J: 4

> O=C(O)CCC(=O)Nc1cccc(C(=O)Nc2ccc(Br)cc2)c1
  A: 2.9	B: -2	C: 3	D: 4.2	E: -1	F: 3	G: -3.0	H: -13	I: -0.7	J: -7

> COc1cccc(CCNS(=O)(=O)CCNC(=O)c2cccc(OC)c2)c1
  A: 2.0	B: .	C: -8	D: 3.7	E: -1	F: -1	G: -0.9	H: 20	I: 2.0	J: 3

> CCOc1cccc(/C=C/c2cc(C(=O)O)c3ccccc3n2)c1OC
  A: .	B: 3	C: 3	D: -1.8	E: 1	F: 30	G: -3.6	H: 9	I: -0.8	J: -4

> CN(c1ccccc1)S(=O)(=O)c1cccc(C(=O)NC2CC(C)(C)NC(C)(C)C2)c1
  A: 3.6	B: -2	C: -14	D: 2.4	E: 0	F: -3	G: -3.9	H: 7	I: 0.5	J: 1

> CC1CCCCN1CCNC(=O)c1cnn2ccccc12 (stereo unspecified)
  A: 3.7	B: 13	C: -24	D: 0.8	E: -3	F: -1	G: -0.5	H: -4	I: 1.5	J: -2

In a second layout: results already given
SMILES | phage Ecoli inh | Rtt109 HAT inh | PvdQ inh | AddAB inh | DAGLB inhibitor | Wnt act | CAL PDZ FP | PfHsp90 yeast 2 | Ecoli viability | Tat export inh
C[C@H](CO)N1C[C@H](C)[C@@H](CN(C)S(=O)(=O)c2ccc(F)cc2)Oc2c(NC(=O)CCC(F)(F)F)cccc2C1=O | 0.2 | 3 | -10 | -0.2 | -1 | -1 | -0.1 | 7 | -1.1 | 0
Cc1ccc(Nc2c3c(nc4ncnn24)CCC3)cc1 | 3.0 | 1 | -9 | 1.3 | 1 | . | -1.1 | . | -1.5 | -6
